TDP2 absorb – human TDP2 enzyme inhibitors, primary screen, biochemical, epi absorbance, recombinant enzyme; Tyrosyl-DNA phosphodiesterase 2 (Homo sapiens), O95551; T5PNP hydrolysis, p-nitrophenol absorbance 415 nm; inhibition, % at 12.8 µM; hit rate 0.34% among 370,000;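 active means inhibition above the mean of all tested compounds plus 3 SD, set per campaign, cut at about 25% in these data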;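 further: 0% = DMSO with enzyme and 100% = buffer with substrate but no TDP2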
Target sequence (O95551 whole entry, looked up): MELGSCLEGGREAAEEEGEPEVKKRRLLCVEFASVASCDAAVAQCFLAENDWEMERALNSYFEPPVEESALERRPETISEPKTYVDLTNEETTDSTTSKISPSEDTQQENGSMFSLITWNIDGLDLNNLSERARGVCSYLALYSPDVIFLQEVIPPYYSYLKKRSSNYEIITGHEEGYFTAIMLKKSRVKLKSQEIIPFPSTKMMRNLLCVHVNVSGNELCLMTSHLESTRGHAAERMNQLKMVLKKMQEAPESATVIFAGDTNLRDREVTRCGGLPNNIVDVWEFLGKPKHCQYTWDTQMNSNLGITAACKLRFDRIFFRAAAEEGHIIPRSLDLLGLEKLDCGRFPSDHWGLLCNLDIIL
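Evaluation: % inhibition relative to enzyme-containing and enzyme-free wells. Material: recombinant human TDP2. Benchmarks: enzyme-free and DMSO wells. Timing: enzyme reaction with compound for 2 h at 37 °C. Compound dosing: 12.8 µM only. Measured by: p-Nitrophenol epi absorbance. Reagent: T5PNP substrate at 5 mM, a TopII-DNA adduct mimic. Replication: single well per compound.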
rCAG RNA binder – binders of r(CAG) RNA repeats, primary screen, biochemical, fluorescence. r(CAG) RNA repeat, TO-PRO-1 dye displacement fluorescence. inhibition, % at 3 µM. hit rate 1.3% among 370,000. AID 651821, 2012;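 active means inhibition above the plate cutoff, the mean of all test compounds on that plate plus 3 SD, cut at about 35% in these data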;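 further: 0% = DMSO alone and 100% = 100 µM mitoxantrone as full dye displacement; higher means more dye released from RNA so lower well fluorescence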
PRMT1 inh – PRMT1 methyltransferase inhibitors, primary screen, biochemical, fluorescence polarization; inhibition, % at 2.79 µM; Protein arginine N-methyltransferase 1 (Homo sapiens), Q99873; hit rate 1.3% among 370,000; recombinant PRMT1, activity-based probe fluorescence polarization; AID 652257, 2013;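 active means inhibition above about 21% made by adding two undisclosed values, limit read from the data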
PG9 Ab binder – binders of HIV-1 gp120 antibody PG9, primary screen, biochemical, TR-FRET; TR-FRET gp120-PG9 antibody binding; HIV-1 gp120 / PG9 antibody interaction; AID 624416, 2012; hit rate 0.43% among 360,000; inhibition, % at 6.7 µM; in the data active means inhibition above about 8.5%
LEDGF integ inh – blockers of LEDGF/p75-dependent integrase strand transfer – biochemical, TR-FRET, high throughput, primary screen. inhibition, % at 3.7 µM. AID 743269, 2014. hit rate 0.64% among 370,000. HIV-1 integrase (with human LEDGF/p75). TR-FRET IN-LEDGF/p75 DNA integration, Eu/Cy5;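 active means inhibition above the screen-wide mean plus 3 SD, cut at about 13% in these data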;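 further: signal is the Cy5 over europium emission ratio at 671 and 618 nm; 0% = plate median of compound wells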
HTRA1 inhibitor – HTRA1 serine protease inhibitors, primary screen, biochemical, fluorescence polarization, HTS. inhibition, % at 5.96 µM. hit rate 0.5% among 340,000. recombinant HTRA1, FP-rhodamine activity-based probe; in the data active means inhibition above about 36%;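 further: 0% = enzyme with DMSO and 100% = wells lacking enzyme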
TCR-CD3 inh – inhibitors of human TCR-CD3 interaction, primary screen, biochemical, fluorescence, TAMRA-labeled TCR probe; T-cell receptor (TCR); AID 651800, 2012; inhibition, % at 9.4 µM; hit rate 0.37% among 360,000; in the data active means inhibition above about 19%;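 further: recombinant mutant TCR 2C K166C tagged with TAMRA read by polarization; 0% = receptor in buffer alone and 100% = receptor with positive control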
Rev-erbA mod – modulators of Rev-erb alpha DNA binding, primary screen, biochemical, FITC-DNA, fluorescence polarization, uHTS | Rev-erbα–FITC-DNA binding, 90 min | activity, % at 10 µM | hit rate 0.79% among 370,000 | AID 1259318, 2017;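 active means activity above about 14%, limit read from the data; passing the limit was not always enough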;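 further: 0% = DMSO wells with 35 nM protein and 100% = DMSO wells with 750 nM protein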
ABHD4 inh – ABHD4 inhibitors, primary screen, biochemical, fluorescence polarization, mouse | (Lyso)-N-acylphosphatidylethanolamine lipase (Mus musculus), Q8VD66 | purified mABHD4, FP-Rh probe fluorescence polarization | hit rate 0.54% among 370,000 | inhibition, % at 8.92 µM | AID 720543, 2013;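 active means inhibition exceeding the mean over every tested compound plus 3 SD, cut at about 30% in these data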;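 further: 0% = plate median of compound wells and 100% = S159A mutant with DMSO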
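Assay system: Wild-type mouse ABHD4 protein | Medium: HEPES pH 7.0 buffer, 150 mM NaCl, 0.01% Pluronic F-127 | Incubation: Enzyme–compound pre-incubation 45 min, then probe 60 min, both 25 °C | Technique: Fluorescence polarization with parallel and perpendicular emission, 525/598 nm | Evaluation: % inhibition of FP-Rh probe binding versus controls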
SIAE inh – human SIAE inhibitors, primary screen, biochemical, fluorescence polarization, FP-Rh probe, 1536-well HTS. inhibition, % at 9.66 µM. Sialate O-acetylesterase (Homo sapiens), Q9HAT2. AID 1053197, 2014. hit rate 0.69% among 370,000. SIAE FP-Rh probe binding;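 active means inhibition above a cutoff: mean of compounds within the control limits plus 3 SD of those, cut at about 17% in these data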;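 further: 0% = plate median of compound wells and 100% = probe without SIAE protein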
Target sequence (Q9HAT2 whole entry, looked up): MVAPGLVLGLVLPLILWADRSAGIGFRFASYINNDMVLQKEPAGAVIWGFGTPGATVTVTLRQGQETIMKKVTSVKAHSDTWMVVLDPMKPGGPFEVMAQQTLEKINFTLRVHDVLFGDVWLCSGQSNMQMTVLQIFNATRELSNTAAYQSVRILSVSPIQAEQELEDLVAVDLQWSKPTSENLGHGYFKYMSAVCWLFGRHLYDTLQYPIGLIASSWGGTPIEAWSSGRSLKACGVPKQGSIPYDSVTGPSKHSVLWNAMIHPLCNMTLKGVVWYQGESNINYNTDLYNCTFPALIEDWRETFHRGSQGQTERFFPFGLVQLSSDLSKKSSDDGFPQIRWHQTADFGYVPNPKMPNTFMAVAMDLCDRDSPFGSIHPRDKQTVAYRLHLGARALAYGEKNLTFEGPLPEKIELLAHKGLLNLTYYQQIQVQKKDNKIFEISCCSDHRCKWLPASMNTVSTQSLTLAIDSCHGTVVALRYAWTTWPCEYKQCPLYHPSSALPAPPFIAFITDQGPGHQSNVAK
An asterisk follows results filed as active; . = not tested or not shown. An excerpt, so the mix of outcomes need not match the whole.

no.	canonical_smiles	TDP2 absorb	rCAG RNA binder	PRMT1 inh	PG9 Ab binder	LEDGF integ inh
1	CCc1nc2ccc(C(=O)NCCN3CCNC3=O)cn2c1N(CCC(C)C)CCN(C)C	-1	0	-3	-0.8	9
2	COc1cc(C#Cc2c(-c3cncn3C)n(C)c3ccc(-c4ccc5cc[nH]c5c4)cc23)cc(OC)c1	15	21	1	-1.7	0
3	CCOC(=O)C1=C(O)/C(=C/c2ccccn2)SC1=Nc1ccc(Cl)cc1	-10	7	1	-4.5	-1
4	CCn1c(C)c(C)c2cc(C(=O)N3CCN(c4ccccc4)CC3)ccc21	-14	-3	-4	-2.4	1
5	CC(=O)[C@H]1CC[C@H]2[C@@H]3CC=C4C[C@@H](O)CC[C@]4(C)[C@H]3CC[C@]12C	-2	-4	-4	0.5	5
6	Cc1[nH]c(=O)[nH]c(=O)c1/C=N/NC(=O)[C@@H](NC(=O)OC(C)(C)C)C(C)C	6	-1	0	-0.2	1
7	Cc1cc(OCC(=O)OCC(=O)Nc2cc(C(F)(F)F)ccc2N2CCOCC2)ccc1Cl	-12	-2	-1	-1.9	-2
8	CCOc1ccc(CN2CCCC(CNC(=O)c3ccc(F)cc3)C2)cc1CO (stereo not given)	6	-4	-2	-1.2	-1
9	O=C(CSc1nnc(-c2cccnc2)o1)Nc1ccc(F)cc1	-6	4	-2	-1.2	7
10	COC(=O)[C@H](CC(C)C)NC(=O)c1cc2c(cn1)[nH]c1ccccc12	-1	3	5	1.7	-1

no.	HTRA1 inhibitor	TCR-CD3 inh	Rev-erbA mod	ABHD4 inh	SIAE inh
1	.	0	5	-3	9
2	13	0	-1	1	4
3	-21	8	-2	-5	-1
4	-27	-10	3	-50	-34
5	-3	2	-5	-5	-3
6	-3	10	1	-1	-6
7	-3	2	-11	3	3
8	12	5	4	6	4
9	-7	0	-1	0	0
10	-23	3	1	-29	-7

Other entries.
no.	canonical_smiles	TDP2 absorb	rCAG RNA binder	PRMT1 inh	PG9 Ab binder	LEDGF integ inh
11	O=C(CNS(=O)(=O)c1cccs1)N1CCCCC1	9	-2	1	-2.1	3
12	CCCc1nc(SCC(=O)N2CCC(C)CC2)c2c(=O)n(C)c(=O)n(C)c2n1	-5	-3	-2	-1.2	4
13	O=[N+]([O-])c1cc(C(F)(F)F)ccc1NCCCCNS(=O)(=O)c1ccc2ccccc2c1	6	9	-3	0.2	-2
14	COC(=O)C1CN(Cc2cn(Cc3ccccc3)nn2)CCS(=O)(=O)N1Cc1ccc(OC)cc1 (stereo not given)	2	3	-2	.	0
15	Fc1ccccc1CNc1ccc(Cl)c(Cl)c1	-5	1	0	-1.2	-3
16	Cc1nc2scc(-c3cccs3)c2c(=O)n1-n1cccc1	12	3	-1	-0.1	1
17	O=c1oc(Nc2ccccc2F)nc2ccccc12	1	2	0	1.5	1
18	CC(=O)c1ccc(OCCCC(=O)N2CCN(S(=O)(=O)c3cccs3)CC2)cc1	4	-5	1	-0.9	-3
19	CCN1CCN(C(CC(C)C)c2nnnn2CS(=O)(=O)c2ccc(C)cc2)CC1 (stereo not given)	4	-5	1	-1.2	5
20	CCOC(=O)c1cc2cc([N+](=O)[O-])cc(OC)c2oc1=O	2	3	0	-1.6	2

no.	HTRA1 inhibitor	TCR-CD3 inh	Rev-erbA mod	ABHD4 inh	SIAE inh
11	-3	4	-5	5	-2
12	6	3	-1	7	-1
13	-49	3	2	-4	-17
14	.	.	2	1	4
15	-3	4	-2	-5	0
16	-2	-3	2	-12	3
17	-3	-4	7	-5	8
18	1	-2	-6	-1	1
19	3	4	-4	1	2
20	3	5	15	5	1

(further entries)
no.	canonical_smiles	TDP2 absorb	rCAG RNA binder	PRMT1 inh	PG9 Ab binder	LEDGF integ inh
21	COCc1cc(N2CCN(C(=O)OC(C)(C)C)C[C@H]2C)ccc1N1CC[C@H](O)C1	2	6	61*	4.3	5
22	COc1ccc(Cc2nc3ccc(C(=O)NC4CCOC4)cc3o2)cc1OC (stereo not given)	2	1	2	-2.2	-5
23	O=C(N/N=C/C=C/c1ccc([N+](=O)[O-])cc1)C1COc2ccccc2O1 (stereo not given)	-13	6	-1	-2.2	0
24	COC(=O)c1oc2ccc(Br)cc2c1NC(=O)c1ccccc1	-1	5	-1	-1.0	-2
25	COc1cc(C)nc(OCCNC(=O)COc2ccc(Cl)cc2Cl)n1	-1	-8	-2	1.1	-2
26	[O-][N+](=Cc1c(Cl)cccc1Cl)CC1(O)CCCCC1	6	4	-5	0.7	1
27	Cc1[nH]n(-c2ccccc2)c(=O)c1N=Nc1c(O)cc(S(=O)(=O)N(C)C)c2ccccc12	5	42*	3	1.1	0
28	COc1cc2cc(CCOC(=O)c3ccco3)oc(=O)c2cc1OC	4	-4	-1	-0.9	1
29	COc1cccc2cc(-c3nnc(-c4ccccc4)o3)c(=O)oc12	-3	4	-1	-3.3	1
30	COc1ccc(Cc2nc3ccc(C(=O)NCC(C)(C)OC)cc3o2)cc1	-8	-5	-2	-2.6	-3

no.	HTRA1 inhibitor	TCR-CD3 inh	Rev-erbA mod	ABHD4 inh	SIAE inh
21	.	3	6	38*	11
22	4	-5	3	2	5
23	-12	5	-5	0	-7
24	0	-1	10	3	-5
25	0	4	5	2	5
26	6	5	-4	3	-2
27	27	14	13	-16	0
28	0	-3	-10	4	4
29	2	4	2	4	-6
30	4	-5	0	-4	-8

3 of the entries above in order of their number in HTRA1 inhibitor, smallest number first:
item	canonical_smiles	TDP2 absorb	PRMT1 inh	PG9 Ab binder	LEDGF integ inh	HTRA1 inhibitor	TCR-CD3 inh	Rev-erbA mod	ABHD4 inh	SIAE inh
24	COC(=O)c1oc2ccc(Br)cc2c1NC(=O)c1ccccc1	-1	-1	-1.0	-2	0	-1	10	3	-5
29	COc1cccc2cc(-c3nnc(-c4ccccc4)o3)c(=O)oc12	-3	-1	-3.3	1	2	4	2	4	-6
30	COc1ccc(Cc2nc3ccc(C(=O)NCC(C)(C)OC)cc3o2)cc1	-8	-2	-2.6	-3	4	-5	0	-4	-8

Other compounds
no.	canonical_smiles	TDP2 absorb	rCAG RNA binder	PRMT1 inh	PG9 Ab binder	LEDGF integ inh
31	O=C(Nc1ccc(Br)cc1)c1cc([N+](=O)[O-])cc([N+](=O)[O-])c1	-4	0	2	-0.5	-5
32	Cc1ccc(CSc2nc3c(c(SCC(=O)O)n2)CCCC3)cc1	-3	36*	4	-0.4	2
33	COc1ccccc1CNC(=O)CN1CCN(c2ccc(C(C)=O)cc2)CC1	6	-6	-3	-0.7	-1
34	COc1cc(C(=O)NCc2ccc(C)cc2)ccc1OCc1c(C)noc1C	6	3	2	-1.9	4
35	CC(C)OC(=O)CSc1nnc(CNc2nc(-c3ccccc3)cs2)n1C	2	-1	0	-0.7	-2
36	Cc1cccc(-c2noc(CCCC(=O)Nc3cccnc3)n2)c1	5	-1	1	-2.3	0
37	CCN1CCN(S(=O)(=O)c2ccc(OC)c(NC(=O)c3ccccc3)c2)CC1	7	-7	2	-0.5	0
38	Cc1ccc(OCCC(=O)O)cc1	1	-1	1	-0.2	-3
39	CCC(=O)Nc1nc2ccc(S(C)(=O)=O)cc2s1	8	1	-1	1.4	-1
40	Cc1ccc(S(=O)(=O)/N=C2/NC(=O)/C(=C\c3ccccc3)S2)cc1	9	83*	0	-0.4	3

no.	HTRA1 inhibitor	TCR-CD3 inh	Rev-erbA mod	ABHD4 inh	SIAE inh
31	-3	1	0	3	2
32	-10	-7	-5	4	0
33	4	0	0	-3	2
34	-6	-8	4	-10	-1
35	-2	-6	-3	3	5
36	-2	6	1	-11	15
37	-2	4	2	0	3
38	3	2	-4	-4	3
39	1	-4	-3	0	9
40	-47	5	-11	-47	-20

(continued)
no.	canonical_smiles	TDP2 absorb	rCAG RNA binder	PRMT1 inh	PG9 Ab binder	LEDGF integ inh
41	Cc1ccc(NC(=O)CO/N=C/c2ccc(N(C)C)cc2)cc1	-2	-8	-10	-2.7	-6
42	CCOC(=O)N1CCN(C(=O)C[C@@H]2C(=O)N(CCc3ccc(Cl)cc3)C3=CCCC[C@]32C(=O)OCC)CC1	2	3	1	.	0
43	Cc1[nH]n(-c2ccc([N+](=O)[O-])cc2)c(=O)c1C=NCCc1ccc(S(N)(=O)=O)cc1	-7	-1	0	-2.8	4
44	COc1ccccc1OCC(=O)NCC(C)NC(=O)COc1ccccc1OC (stereo not given)	-8	-6	-1	-0.1	-2
45	CC(NC(=O)c1cc(=O)[nH]c2ccc(Br)cc12)c1ccccc1 (stereo not given)	-2	5	0	4.5	4
46	CC(Sc1nc2ccccc2c(=O)n1CC1CCCO1)C(=O)NC(C)c1ccccc1 (stereo not given)	17	-7	-1	-0.5	0
47	CC(C)(CNC(=O)c1ccc([N+](=O)[O-])c(Cl)c1)CNC(=O)c1ccc([N+](=O)[O-])c(Cl)c1	-4	8	-1	-0.6	-2
48	O=C(Nc1ccc2c(c1)oc1ccccc12)C1CC1	6	6	3	-0.3	-2
49	O=C(C1CCC(=O)N(C2CCCC2)C1)N1CCC(Oc2ccccc2Cl)CC1 (stereo not given)	10	-9	0	-1.5	-5
50	COC(=O)[C@@]12C[C@@H](CC(=O)NCCC(C)C)C(=O)N(CCc3ccc(OC)c(OC)c3)C1=CCC(C)(C)C2	-13	0	2	0.2	-2

no.	HTRA1 inhibitor	TCR-CD3 inh	Rev-erbA mod	ABHD4 inh	SIAE inh
41	4	-6	-5	3	-9
42	.	.	4	-5	2
43	.	2	-13	-3	-1
44	-3	1	0	4	2
45	.	2	-4	1	-4
46	-1	8	-1	1	0
47	-41	-6	0	-16	-11
48	-15	3	-1	-7	-6
49	-1	-4	3	9	-2
50	.	-5	8	-4	-4

Further results.
no.	canonical_smiles	TDP2 absorb	rCAG RNA binder	PRMT1 inh	PG9 Ab binder	LEDGF integ inh
51	O=C1c2ccccc2C(=O)N1CCCSc1nc2ccccc2o1	-14	-2	2	1.2	1
52	O=C1NC(c2ccc(O)cc2)Nc2ccccc21 (stereo not given)	-5	-2	3	0.3	-2
53	Cc1ccc2nc(-c3ccccn3)c(Nc3ccccc3C)n2c1	-24	-3	1	-0.3	-5
54	COc1ccc(C(=O)N2CCCCCC2)cc1S(=O)(=O)N1CCOCC1	11	-4	0	-1.6	-1

no.	HTRA1 inhibitor	TCR-CD3 inh	Rev-erbA mod	ABHD4 inh	SIAE inh
51	-14	8	-4	-5	-2
52	5	-10	-4	3	-3
53	16	-3	-4	16	10
54	1	6	-5	-2	-4

Bioassay records as filed in PubChem BioAssay.
